# Screening results: PubChem BioAssay, National Center for Advancing Translational Sciences (NCATS)
# N370S GC = N370S glucocerebrosidase modulation, Gaucher chaperone candidate; Potency, µM (highest dose often 59.4 µM), for inactives: top-dose activity change, negative = inhibition, actives largely listed as inhibitors; AID 2101; P04062; N370S GC spleen homogenate, 4MU-glucoside fluorescence; 0.092% of 330,000 active;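 further: 0% = full enzyme activity and -100% = no enzyme basal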
# TDP1 inh = TDP1 (human) enzyme inhibition; Q9NUW8; Potency, µM (top dose mostly 130 µM), for the others: top-dose activity change, negative = inhibition, most hits filed as inhibitors; recombinant TDP1, AlphaScreen DNA substrate cleavage; 0.28% of 350,000 active; further: nearly all actives have a fitted effect of over 40% in size
# Target sequence (Q9NUW8 whole entry, looked up): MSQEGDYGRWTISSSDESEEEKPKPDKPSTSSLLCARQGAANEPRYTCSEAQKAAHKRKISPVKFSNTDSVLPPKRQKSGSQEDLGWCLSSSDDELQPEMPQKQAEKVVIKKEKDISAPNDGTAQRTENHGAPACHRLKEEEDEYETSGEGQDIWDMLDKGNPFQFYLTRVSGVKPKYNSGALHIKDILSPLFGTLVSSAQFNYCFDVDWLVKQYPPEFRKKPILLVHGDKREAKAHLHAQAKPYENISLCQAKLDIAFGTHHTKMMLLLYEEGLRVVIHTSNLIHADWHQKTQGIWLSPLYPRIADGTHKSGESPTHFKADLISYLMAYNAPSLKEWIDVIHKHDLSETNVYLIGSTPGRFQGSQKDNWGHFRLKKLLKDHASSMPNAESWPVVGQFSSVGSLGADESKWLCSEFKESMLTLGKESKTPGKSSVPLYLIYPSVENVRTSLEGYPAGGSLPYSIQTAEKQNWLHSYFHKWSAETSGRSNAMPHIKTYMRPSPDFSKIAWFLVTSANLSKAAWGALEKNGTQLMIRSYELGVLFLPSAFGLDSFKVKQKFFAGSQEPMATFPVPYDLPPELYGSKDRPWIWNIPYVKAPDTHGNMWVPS
#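 Signal: AlphaScreen proximity between streptavidin donor and anti-FITC acceptor beads on intact substrate. Reaction: Tdp1 1 nM, substrate 15 nM final, 5 min RT after 15 min compound preincubation.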
# FEN1 inhibitor = inhibitors of human flap endonuclease 1; Recombinant FEN1 flap cleavage, fluorescence, 15 min; P39748; Potency, µM (top dose mostly 114 µM), inactives show top-dose activity change, negative = inhibition, most hits filed as inhibitors; 0.35% of 390,000 active; further: nearly all actives have a fitted effect of over 65% in size
# Target sequence (P39748 whole entry, looked up): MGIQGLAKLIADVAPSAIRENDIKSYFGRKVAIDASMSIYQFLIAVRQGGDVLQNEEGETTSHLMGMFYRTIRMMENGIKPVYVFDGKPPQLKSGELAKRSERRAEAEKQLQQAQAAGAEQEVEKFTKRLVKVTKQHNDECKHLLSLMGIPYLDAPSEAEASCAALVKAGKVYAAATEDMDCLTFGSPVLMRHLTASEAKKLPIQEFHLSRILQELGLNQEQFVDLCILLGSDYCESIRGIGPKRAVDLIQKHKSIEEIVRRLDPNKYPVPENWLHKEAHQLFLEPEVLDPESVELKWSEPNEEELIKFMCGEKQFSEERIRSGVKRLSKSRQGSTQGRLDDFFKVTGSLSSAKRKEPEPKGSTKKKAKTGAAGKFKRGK
#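 Nuclease activity of 10 nM FEN1 was measured after 15 min of room-temperature exposure to titrated compounds, by adding 50 nM flap substrate and reading plates at 0 and 15 min.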
# An asterisk follows results filed as active; u = inconclusive; x = not tested or not shown; & = joins results of further samples; [ ] = remark or other dose. The call rests on the fitted dose curve; in most records, active means well fitted curve in the direction sought with a large enough effect; inconclusive means small, poorly fitted or top-dose-only effect, or another doubt; inactive means no such curve, though single readings can be large; an effect the other way counts as inactive or inconclusive. Unless noted, on the % scale 0 is the no-effect control and ±100 the full control effect; potency means the concentration at half of the fitted maximal effect.
FEN1 inhibitor	N370S GC	TDP1 inh	SMILES
0.6%	5.2%	-2.7%	Cn1c(SCC(=O)c2ccccc2)ncc(C(=O)Nc2ccccc2)c1=O
4.1%	2.2%	5.5%	CC(=O)Nc1ccc(NC(=O)C2(C)CC2(Cl)Cl)cc1 (stereo not drawn)
-5.9%	-0.8%	x	Cc1c(Cc2ccccc2)c(=O)oc2c(C)c(OCC(=O)N[C@@H](Cc3ccccc3)C(=O)O)ccc12
-15.8%	-4.2%	11.2%	COc1ccc(N2CCC(CNC(=S)Nc3c(C)cc(C)cc3C)C2)cc1 (stereo not drawn)
-14.7%	-17.7%	x	Cc1ccc(-n2c(=S)sc3c(=O)n(-c4ccc(F)cc4)c(SCC(=O)O)nc32)cc1C
-13.2%	x	-1.2%	O=C(NCCC1=CCCCC1)c1ccc2c(c1)N(Cc1ccccc1)C(=O)c1ccccc1S2(=O)=O
11.3%	-15.0%	-3.1%	OCC[C@H]1C[C@H](O)[C@@H](O)[C@]2(CCc3ccccc3CO2)O1
15.9%	-1.1%	x	C=CCC1NS(=O)(=O)OC(COC)C1C (stereo not drawn)
u	x	-14.5%	O=C(COc1ccc(Cl)cc1Cl)NCCCCc1ccccc1
3.6%	11.5%	2.7%	O=C(Nc1ccc2[nH]c(=O)[nH]c2c1)c1ccc(Cl)c(Cl)c1
18.3%	-2.9%	3.3%	Cc1nc(CCNC(=O)Cc2ccc(F)cc2)cs1
-16.3%	x	-3.2%	CCCCn1c(N)c(N(C)C(=O)c2cccc(-n3cnnn3)c2)c(=O)[nH]c1=O
1.9%	-7.9%	-2.3%	Nc1cc[n+](CC(=O)c2ccc3c(c2)OCCO3)cc1
1.3%	0.1%	2.7%	Cc1ccc(S(=O)(=O)NNC(=O)c2cccs2)c(C)c1
-13.1%	-0.3%	0.0%	O=C(c1cccc(Br)c1)N1CCN(S(=O)(=O)N2CCOCC2)CC1
-4.9%	u	-2.6%	O=C(NC1CCCCCC1)c1ccc(CS(=O)(=O)Cc2ccccc2F)o1
-2.8%	6.2%	3.4%	Cc1ccc(NC(=O)CN(C)CC(=O)Nc2ccc(N3CCOCC3)cc2)c([N+](=O)[O-])c1
6.9%	9.9%	-2.7%	CC1CN(c2nc3ccccc3cc2-c2ccccc2)CC(C)O1 (stereo not drawn)
-13.4%	x	1.4%	COc1ccc(CN(C)C(=O)/C=C/c2ccc(S(=O)(=O)N3CCCCCC3)cc2)cc1
-0.5%	2.2%	-5.6%	COc1cc(C(C(=O)NC2CCCCC2)N(Cc2ccco2)C(=O)c2cnccn2)cc(OC)c1OC (stereo not drawn)
-5.2%	-2.2%	0.0%	CC1CN(S(=O)(=O)c2ccc(C(=O)NCCCn3ccnc3)cc2)CC(C)O1 (stereo not drawn)
-4.1%	-5.2%	x	COc1ccc(-c2cc(C(=O)Nc3cc(OC)c(OC)c(OC)c3)no2)cc1
-31.8%	-0.2%	2.7%	Cc1nc(COC(=O)c2cc(O)c3ccccc3c2O)cs1
-1.8%	-0.5%	2.6%	COC(=O)C1(S(=O)(=O)c2cccc3nsnc23)CC1
3.4%	-5.5%	x	CCCCCN(C(=O)CCC(=O)OC(C)C(=O)c1ccc(Cl)cc1)c1c(N)n(CCCC)c(=O)[nH]c1=O (stereo not drawn)
u	7.9%	5.7%	COc1ccc(C2N(c3ccc(C)cc3)CCN2c2ccc(C)cc2)cc1O
-4.5%&4.9%	20.3%	x	COc1cc(/C(=C/c2ccccc2)c2ccccc2)c2c(c1)oc1ccccc12
-12.8%	1.2%	0.0%	O=C(O)/C=C/C(=O)N1CCc2ccccc21
11.6%	x	7.4%	CCOc1ccc(NC(=O)Cn2c(CCC(=O)O)ccc2-c2ccc(C)cc2)cc1
-9.0%	x	2.7%	CCN(CC)S(=O)(=O)c1ccc2nc(NC(=O)c3cccnc3)sc2c1
-0.8%	-1.3%	5.9%	Cc1ccc(Cn2ccc(NC(=O)c3nn(C)cc3Cl)n2)cc1
0.1%	-8.8%	9.8%	COc1cc(NC(=O)Nc2ccccc2OC)c(OC)cc1NC(=O)CN1CCCCC1
7.7%	-1.7%	x	Fc1ccccc1N1CCN(C2CCCN(Cc3ccccc3C(F)(F)F)C2)CC1 (stereo not drawn)
-14.3%	-0.4%	12.8%[21 µM]	Cc1ncc(CO)c(CO)c1O
1.5%	x	0.5%	O=C1CCC/C=C\C[C@H](CC(=O)N(CCO)Cc2ccccc2)C(=O)N2CCC[C@@H]2CO1
2.2%	x	0.6%	CCN1CCOC(=O)C1CC(=O)Nc1cc(C)ccc1OC (stereo not drawn)
-10.4%	-5.8%	3.3%	CC(C)(C)c1cc(C(=O)NCc2ccco2)ccn1
3.6%	-3.0%	x	CCOc1ccc2nc(SCC(=O)N(CCOC)c3c(N)n(Cc4ccccc4)c(=O)[nH]c3=O)[nH]c2c1
-6.6%	4.0%	5.0%	COC(=O)c1cc(Br)c(=O)n(CCN2CCCC2)c1
0.8%	-7.3%	-2.5%	C/C(CC(=O)Nc1cc(C)ccn1)=N\NC(=O)c1cccc(C)c1
5.4%	-0.3%	5.5%	CCCCN(C(=O)CN1CC(C)OC(C)C1)c1c(N)n(CC(C)C)c(=O)[nH]c1=O (stereo not drawn)
2.8%	-7.7%	5.5%	Cc1cc(N2C(=O)C(O)=C(C(=O)c3cc4ccccc4o3)C2c2ccc(Cl)cc2)no1 (stereo not drawn)
0.1%	-2.5%	4.3%[0.0935 µM]	N#CCc1ccc(NC(=O)c2ccc(S(=O)(=O)N3CCCC3)cc2)cc1
-8.0%	-16.4%	3.8%	Cn1ccnc1SCC(=O)N1CCc2ccccc21
-2.6%	-15.7%	5.8%	Cc1ccc(Cn2nnc3c(=O)[nH]c(C(=O)NCc4ccco4)nc32)cc1
-5.1%	-1.1%	11.8%[21 µM]	O=C1NCCN1c1ncc([N+](=O)[O-])s1
-4.3%	-5.1%	3.1%	CCCc1cc(=O)n2nc(N3CCC(C(=O)N4CCN(c5cccc(OC)c5)CC4)CC3)sc2n1
20.7%	-3.6%	3.2%	COc1ccc(/C=C(/NC(=O)c2ccc(C)cc2)c2nc3ccccc3[nH]2)cc1OC
-9.0%	x	1.2%	CCc1ccc(NC(=O)CN(C)S(=O)(=O)c2ccc3c(c2)c(=O)n(C)c(=O)n3C)cc1
7.5%	x	-0.5%	Cc1nc(SCc2nc3cc(Cl)c(F)cc3[nH]2)c2oc3ccccc3c2n1
-13.1%	-2.5%	1.8%	COc1ccc(NS(=O)(=O)c2c(F)cc(F)c(Cl)c2F)cc1S(=O)(=O)N1CCCCC1
-6.9%	2.4%	9.6%	COc1ccccc1Cn1nc(C(=O)O)c2ccccc2c1=O
-1.5%	-16.4%	-2.1%	O=C(CCC1CCCC1)N1CCN(C2CCCC2)CC1
-5.0%	3.1%	-2.6%	CC(=O)c1cccc(NC(=O)C2C3C=CC(C4CC34)C2C(=O)O)c1 (stereo not drawn)
-6.0%	-0.7%	5.8%	COc1cc(C2C(C#N)=C(N)Oc3n[nH]c(-c4cccnc4)c32)cc(Br)c1O (stereo not drawn)
4.7%	-1.6%	x	NNC(=O)CSc1nnc(-c2ccccc2)n1-c1ccccc1
3.9%	3.5%	3.1%	Cn1c(=O)c2c(-c3ccccc3)n(C3CCCCC3)cc2n(C)c1=O
-6.0%	u	x	Cc1ccc(-n2nc(C)c3c(C)c(CCC(=O)Nc4ccc(CN5CCCC5)cc4)c(C)nc32)cc1
1.1%	-0.6%	5.1%	CN(C)CCCN(C(=O)c1ccc(S(=O)(=O)N2CCOCC2)cc1)c1nc2cc3c(cc2s1)OCO3
-19.0%	-3.1%	5.9%[56.1 µM]	O=C(c1ccco1)N1CCCC(c2nc(-c3ccc(S(=O)(=O)NCc4ccccc4)cc3)no2)C1 (stereo not drawn)

# Continuation.
FEN1 inhibitor	N370S GC	TDP1 inh	SMILES
0.5%	x	3.6%	CCOc1ccc(-c2cc3c(=O)n(Cc4nc(-c5ccc(OCC)c(OC)c5)oc4C)ccn3n2)cc1Cl
-0.3%	3.3%	5.2%	CC12CCC(C(=O)N3CCN(Cc4ccccc4)CC3)(OC1=O)C2(C)C (stereo not drawn)
-9.3%	-3.5%	3.5%	O=S(=O)(c1ccccc1)c1ccc(C(F)(F)F)cn1
0.7%	-15.9%	0.1%	Cc1ccnc(NC(=O)c2cc3ccccc3o2)c1
7.4%	-9.5%	7.5%	COc1cc(/C=N/NC(=O)c2ccccc2NS(=O)(=O)c2cccs2)ccc1O
1.7%	2.5%	1.7%	O=C1CCCCN1CCC(=O)N1CCCC(N2CCN(c3cccc(Cl)c3)CC2)C1 (stereo not drawn)
6.7%	1.4%	1.1%	Cc1ccc(CNC(=O)CSc2ncccn2)cc1
-0.1%	x	2.8%	Cc1ccc2c(c1)c1c(c(=O)n(-c3ccccc3C)c(=O)n1CC(=O)NCc1ccccc1)n2C
-2.0%	x	-2.3%	CN(C(=O)COC(=O)c1ccc(Cl)nc1)c1c(N)n(Cc2ccccc2)c(=O)[nH]c1=O
x	-15.4%	5.1%	CCCn1c(C)nc2c(N(CCN(C)C)Cc3ccccc3)nc(C)nc21
-5.8%	26.9%	2.0%	Cc1noc2ncnc(Oc3ccc4ccccc4c3)c12
-6.0%	8.6%	7.7%	O=C(CN1C(=O)COc2ccccc21)NCc1ccc(C(=O)O)cc1
3.2%	-5.4%	x	C#CCOc1ccc(Cl)cc1/C=C1/C(=O)ON=C1C
-3.2%	4.3%	1.1%	CCn1cc(S(=O)(=O)Nc2ccc(Cl)cc2F)cn1
-13.6%	-11.8%	-6.3%	COc1ccc(CCNC(=O)CCc2nc3sc4c(c3c(=O)[nH]2)CCCC4)cc1
-21.0%	-16.3%	x	COC(=O)C1CN(C(=O)COc2ccc(Cl)cc2C)c2ccccc2O1 (stereo not drawn)
-4.2%	-2.9%	x	COc1cc(CNCc2ccncc2)cc(OC)c1OC
-15.5%	-2.6%	7.5%	COc1ccc(OC)c(NC(=O)c2cccc(N3C(=O)C4C5C=CC(C6CC56)C4C3=O)c2)c1 (stereo not drawn)
7.3%	12.4%	9.0%	Cn1cc(CNCC2CCCO2)c(-c2ccc(Oc3ccccc3)cc2)n1 (stereo not drawn)
11.1%	u	1.2%	Cc1ccc(NC(=O)N2CCSc3ccccc32)cc1
-1.8%	7.2%	-2.6%	Cc1ccc(C)c2[nH]c(=O)c(CCNC(=O)c3cccs3)cc12
-12.6%	x	1.1%	Cc1ccc(Cl)cc1N1CCN(C(=O)c2cnn(C(C)(C)C)c2C2CCN(C(=O)OC(C)(C)C)CC2)CC1
0.5%	-4.1%	x	CCCn1c(Nc2cccc(OC)c2)nc2ccccc21
7.2%	12.8%	2.3%	CC(C)(C)c1cc(-c2ccco2)c(C#N)c(SCC#N)n1
-7.9%	4.6%	0.6%	CCc1ccc(C(C)NC(=O)C2CCCC2)cc1 (stereo not drawn)
-2.5%	4.0%	1.1%	CCOc1ccc(N2C(=O)CC(NC3CCCCNC3=O)C2=O)cc1 (stereo not drawn)
8.9%	x	3.7%	CCN(CC)c1cc2c(cc1F)c(=O)c(S(=O)(=O)c1ccc(C)cc1)cn2Cc1ccc(F)cc1
13.4%	4.0%	2.0%	O=C(CN1C(=O)CSc2ncccc21)NCCN1CCOCC1
-3.7%	-6.7%	6.0%	COc1cc(NC(=S)Nc2ccc(OC(F)F)cc2)cc(OC)c1
-5.6%	-6.0%	5.9%	COc1cc(N=c2ssnc2Cl)cc(OC)c1OC
18.8%	-1.2%	x	CCOC(=O)CCNC(=O)N1CCCC(N(C)CCc2ccccc2)C1 (stereo not drawn)
-16.1%	-8.1%	0.5%	Cc1c(C(=O)Nc2c(F)cccc2F)sc2ncn(CC(=O)N3CCCCC3)c(=O)c12

# In the list so far, these contain a furan ring, fused or not:
FEN1 inhibitor	N370S GC	TDP1 inh	SMILES
-4.9%	u	-2.6%	O=C(NC1CCCCCC1)c1ccc(CS(=O)(=O)Cc2ccccc2F)o1
-0.5%	2.2%	-5.6%	COc1cc(C(C(=O)NC2CCCCC2)N(Cc2ccco2)C(=O)c2cnccn2)cc(OC)c1OC (stereo not drawn)
-4.5%&4.9%	20.3%	x	COc1cc(/C(=C/c2ccccc2)c2ccccc2)c2c(c1)oc1ccccc12
-10.4%	-5.8%	3.3%	CC(C)(C)c1cc(C(=O)NCc2ccco2)ccn1
2.8%	-7.7%	5.5%	Cc1cc(N2C(=O)C(O)=C(C(=O)c3cc4ccccc4o3)C2c2ccc(Cl)cc2)no1 (stereo not drawn)
-2.6%	-15.7%	5.8%	Cc1ccc(Cn2nnc3c(=O)[nH]c(C(=O)NCc4ccco4)nc32)cc1
7.5%	x	-0.5%	Cc1nc(SCc2nc3cc(Cl)c(F)cc3[nH]2)c2oc3ccccc3c2n1
-19.0%	-3.1%	5.9%[56.1 µM]	O=C(c1ccco1)N1CCCC(c2nc(-c3ccc(S(=O)(=O)NCc4ccccc4)cc3)no2)C1 (stereo not drawn)
0.7%	-15.9%	0.1%	Cc1ccnc(NC(=O)c2cc3ccccc3o2)c1
7.2%	12.8%	2.3%	CC(C)(C)c1cc(-c2ccco2)c(C#N)c(SCC#N)n1

# Compounds were not picked by outcome. Share with any hit: about 0.53%.
